Bcl-XL Bim block = inhibitors of Bim-Bcl-XL interaction, human | Bim peptide-Bcl-XL binding, bead flow cytometry, fluorescence | inhibition, % at 10 µM | actives 0.04% (n = 190,000)
Target sequence (Q07817 whole entry, looked up): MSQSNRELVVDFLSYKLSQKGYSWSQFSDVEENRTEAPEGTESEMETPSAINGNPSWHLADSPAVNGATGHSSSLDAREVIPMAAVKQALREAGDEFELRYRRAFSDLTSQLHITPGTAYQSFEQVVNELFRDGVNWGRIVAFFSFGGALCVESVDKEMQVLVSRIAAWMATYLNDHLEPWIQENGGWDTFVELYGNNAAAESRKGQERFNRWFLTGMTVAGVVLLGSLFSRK
Bim-Mcl-1 = disrupts Bim peptide binding to human Mcl-1; Bead-based flow cytometry, Bim peptide-Mcl-1 binding; inhibition, % at 10 µM; actives 0.1% (n = 190,000);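 further: 0% = no compound tracer wells and 100% = peptide blocker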
RGS4-Gao reg = human RGS4-Galphao interaction regulation | binding response (% of control), % at 10 µM | Multiplexed bead flow cytometry, RGS4-Galphao binding; actives lie on both sides | actives 0.33% (n = 220,000); in the data active means binding response below about 49% or above about 150%; inactive means in between;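 further: fluorescent Galphao activated with aluminum fluoride binding bead-coupled RGS4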
Target sequence (P09471 whole entry, looked up): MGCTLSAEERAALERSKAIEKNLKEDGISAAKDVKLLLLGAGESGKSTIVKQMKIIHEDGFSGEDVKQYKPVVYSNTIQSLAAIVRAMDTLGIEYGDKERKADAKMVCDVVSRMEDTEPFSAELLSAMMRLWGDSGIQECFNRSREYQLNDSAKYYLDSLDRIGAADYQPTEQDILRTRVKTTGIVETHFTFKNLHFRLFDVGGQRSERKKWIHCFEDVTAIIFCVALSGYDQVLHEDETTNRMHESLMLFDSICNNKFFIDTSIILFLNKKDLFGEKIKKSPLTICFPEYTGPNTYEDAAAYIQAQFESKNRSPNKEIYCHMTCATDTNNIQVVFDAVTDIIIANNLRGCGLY
Bim-Bcl-B = inhibitors of Bim-Bcl-B interaction, human; actives 0.073% (n = 190,000); inhibition, % at 10 µM; bead-based flow cytometry, Bim peptide-Bcl-B binding;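 further: 0% = tracer peptide without compound and 100% = reference inhibitor peptide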
Target sequence (Q9HD36 whole entry, looked up): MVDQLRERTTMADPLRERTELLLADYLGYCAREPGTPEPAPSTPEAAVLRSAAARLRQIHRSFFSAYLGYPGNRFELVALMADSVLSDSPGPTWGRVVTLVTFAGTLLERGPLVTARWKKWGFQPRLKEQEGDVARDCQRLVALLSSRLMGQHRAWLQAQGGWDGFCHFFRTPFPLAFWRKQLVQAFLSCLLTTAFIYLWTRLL
RGS8-Gao reg = regulators of human RGS8-Galphao interaction. P09471. actives 0.34% (n = 220,000). multiplexed bead flow cytometry, RGS8-Galphao binding; actives lie on both sides. response (percent of control binding), % at 10 µM. AID 1423; in the data active means response below about 60% or above about 140%; inactive means in between;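 further: Galphao activated as the GDP aluminium fluoride complex binding bead-coupled RGS8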
Bfl-1 Bim block = human Bim-Bfl-1 interaction inhibition | AID 1008 | Bead-based flow cytometry, Bim-Bfl-1 binding inhibition | Q16548 | inhibition, % at 10 µM | actives 0.12% (n = 190,000);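 further: 0% = wells without compound plus tracer and 100% = blocker peptide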
RGS7-Gao = modulates binding of RGS7 to human Galphao; P09471; Multiplexed bead flow cytometry; actives lie on both sides; binding response (% of control), % at 10 µM; actives 0.35% (n = 220,000); AID 1439; in the data active means binding response below about 49% or above about 150%; inconclusive means no clear call, values can overlap the other calls; inactive means in between;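 further: fluorescent Galphao held in activated GDP-AlF4 state binding bead-coupled RGS7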
GSH fluor = GSH bead compound fluorescence profile. GSH beads flow cytometry, compound fluorescence 488/530 nm; stronger effect = higher value. fluorescence (KMESF) at 10 µM. actives 0.25% (n = 190,000). AID 1776; in the data active means fluorescence above about 89;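 further: glutathione beads carrying GST-tagged Bcl family fusion proteins plus one bare bead set; values are compound well signal with DMSO vehicle wells as background; inactives centre near 16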
Bim-Bcl-2 = disrupts Bim peptide binding to human Bcl-2; inhibition, % at 10 µM; Bead-based flow cytometry, Bim peptide-Bcl-2 binding; P10415; actives 0.06% (n = 190,000); in the data active means inhibition above about 40%; inconclusive means no clear call, values can overlap the other calls;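 further: 0% = no compound wells with probe peptide and 100% = reference peptide inhibitor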
Mcl1-Bid inh = Mcl-1/Bid interaction inhibition; Q07820; TR-FRET Mcl-1/Bid-Dy647 peptide binding, 1536-well; inhibition, % at 21.7 µM; actives 0.97% (n = 220,000); AID 1021;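 active means compounds that cut the binding signal by more than half at the single screening dose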;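 further: His-tagged Mcl-1 with europium anti-His antibody binding Bid BH3 peptide; 0% = Mcl-1 plus peptide wells and 100% = peptide-only wells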
Bim-Bcl-W = human Bim-Bcl-W interaction inhibition | Q92843 | bead-based flow cytometry, Bim peptide-Bcl-W binding | inhibition, % at 10 µM | actives 0.02% (n = 190,000);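 further: 0% = bound tracer without compound and 100% = peptide blocker; higher means less fluorescent Bim peptide bound to Bcl-W beads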
Target sequence (Q92843 whole entry, looked up): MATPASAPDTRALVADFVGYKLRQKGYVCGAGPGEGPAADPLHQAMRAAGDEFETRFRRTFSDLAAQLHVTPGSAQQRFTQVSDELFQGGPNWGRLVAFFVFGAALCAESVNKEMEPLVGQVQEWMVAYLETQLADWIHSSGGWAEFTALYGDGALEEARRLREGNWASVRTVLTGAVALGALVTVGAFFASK
The depositor's hits bear a star; ? = inconclusive; [ ] = remark or other dose. Unless noted, no stated cut-off is given here; in the data, active means inhibition above about 40%.

SMILES | Bcl-XL Bim block | Bim-Mcl-1 | RGS4-Gao reg | Bim-Bcl-B | RGS8-Gao reg | Bfl-1 Bim block | RGS7-Gao | GSH fluor | Bim-Bcl-2 | Mcl1-Bid inh | Bim-Bcl-W
CCOCCCNC(=O)CN1C(=O)CSc2ccccc21 | -2 | -1 | 85 | -4 | 98 | 1 | 90 | 13 | 2 | -8 | -3
CCOc1ncccc1C(=O)Nc1ccc(S(=O)(=O)N2CCCC2)cc1 | -1 | 0 | 102 | -1 | 103 | -5 | 102 | 12 | -2 | -3 | 0
COc1cccc(N2CCN(CC(=O)Nc3nnc(-c4ccccc4)s3)CC2)c1 | -6 | -2 | 100 | -7 | 100 | -16 | 96 | 33 | -9 | -5 | -2
NC(=NCCc1ccccc1)NS(=O)(=O)c1ccccc1 | -5 | -3 | 96 | -3 | 93 | 1 | 97 | 10 | 0 | -3 | -3
CC(c1ccccc1)N1C(=O)C2C3C=CC(C4CC34)C2C1=O (configuration not stated) | -1 | 0 | 100 | -1 | 94 | 0 | 99 | 10 | 0 | -7 | 0
CCNC(=S)Nc1ccc(S(=O)(=O)Nc2cc(C)nc(C)n2)cc1 | 0 | 2 | 99 | -2 | 100 | -7 | 104 | 21 | 0 | -45 | -1
O=C1CC(c2ccccc2)n2nc(NC(=O)c3cccnc3)nc2N1 (configuration not stated) | -3 | 0 | 102 | -7 | 103 | -8 | 102 | 24 | -4 | 2 | 1
O=C(NCc1ccccn1)c1cc(S(=O)(=O)N2CCN(c3ccccc3)CC2)ccc1Cl | -3 | -1 | 100 | -8 | 102 | -12 | 99 | 36 | -9 | -25 | -2
COC(=O)c1ccc(CC(=O)c2ccc(O)cc2O)o1 | 0 | 0 | 99 | 0 | 100 | 1 | 97 | 12 | 1 | 1 | 1
O=C(NCc1ccco1)c1nnc(Cc2ccc(F)cc2)o1 | 7 | 8 | 105 | 8 | 103 | 6 | 105 | 14 | 5 | 4 | 4
Cc1ccc2nc(NC(=O)CSCC(=O)OCC(=O)c3ccc(Br)cc3)sc2c1 | -1 | 0 | 101 | 0 | 98 | -1 | 98 | 13 | 0 | -10 | 0
COc1ccc(OCC(=O)N/N=C(/C)Cc2ccccc2)cc1 | -5 | -3 | 99 | -4 | 99 | 0 | 99 | 6 | -4 | 2 | -1
Cc1ccc(S(=O)(=O)N2CN(Cc3ccco3)c3nc4ccccc4nc32)cc1C | -5 | -6 | 99 | -12 | 99 | -17 | 98 | 35 | -5 | -28 | 0
CCOC(=O)CNS(=O)(=O)c1ccc(C)cc1 | -1 | 2 | 102 | -2 | 100 | 0 | 103 | 23 | 0 | 1 | 0
COc1ccc(C)cc1NC(=O)NNC(=O)C1CCC(C(C)(C)C)CC1 (configuration not stated) | -4 | -6 | 99 | 0 | 101 | 3 | 94 | 12 | 3 | -25 | -2
CC(C)CN(CC(C)C)C(=S)NC1CCCCC1 | -4 | -1 | 97 | -6 | 97 | -7 | 96 | 10 | -4 | 93* | -2
S=c1[nH]nc(-c2ccc3ccccc3n2)n1-c1ccccc1 | -12 | -15 | 98 | -47 | 95 | -7 | 103 | 15 | -7 | -19 | -9
CC(C(=O)Nc1nc2ccccc2s1)n1cc([N+](=O)[O-])cn1 (configuration not stated) | 1 | -3 | 98 | 2 | 98 | 0 | 98 | 12 | -2 | 1 | 0
CCC(c1nnnn1C1CCCC1)N1CCC(C(N)=O)CC1 (configuration not stated) | 0 | 2 | 104 | 3 | 97 | 6 | 98 | 11 | 2 | -6 | 1
Fc1c(F)c(C(F)(F)F)c(F)c(F)c1N/N=C\c1cccs1 | -4 | -4 | 114 | -15 | 102 | -18 | 107 | 72 | -18 | -7 | -3
O=C(N/N=C/c1ccco1)c1ccn[nH]1 | -2 | 0 | 105 | 0 | 102 | -4 | 103 | 12 | 1 | -27 | -1
Cc1ccc(S(=O)(=O)NCCNc2ccc([N+](=O)[O-])cc2C(F)(F)F)cc1 | 1 | -1 | 102 | 1 | 101 | -1 | 99 | 22 | 1 | -11 | -1
CCSc1nnc(NC(=O)[C@@H](NC(=O)c2ccccc2)C(C)C)s1 | -6 | -3 | 99 | -5 | 101 | -11 | 101 | 11 | -8 | -20 | -5
Cc1nc2ccc(NC(=O)c3cccc(S(=O)(=O)N(C)c4ccccc4)c3)cc2s1 | -4 | 0 | 100 | -4 | 101 | -5 | 101 | 8 | -1 | -18 | 0
CN1CC=C2C(C#N)=C(N)C(C#N)(C#N)C(CCc3ccccc3)C2C1 (configuration not stated) | -2 | 0 | 119 | -5 | 109 | 0 | 116 | 17 | 0 | -42 | 0
CC(=O)Nc1ccc(/C=C(\C#N)C(=O)NCc2ccccc2)cc1 | -6 | -2 | 100 | -5 | 98 | 0 | 100 | 6 | 0 | -4 | -2
C/C(=N\NC(=O)Cc1ccc(F)cc1)c1ccc(O)cc1 | -4 | 0 | 104 | -8 | 103 | -6 | 99 | 7 | -4 | -25 | -5
CN(C)C(=O)c1cn(-c2ccccc2)nc1-c1cc2ccccc2oc1=O | -1 | -2 | 99 | -3 | 100 | -4 | 100 | 13 | -3 | -19 | -1
CCCCc1ccc(Nc2nc(CCC)cc(=O)[nH]2)cc1 | -1 | 0 | 102 | -1 | 104 | -7 | 99 | 9 | 0 | -4 | 1
O=C(CCNC(=O)Cn1ccc2ccccc2c1=O)NCCCN1CCOCC1 | 1 | -4 | 106 | 0 | 101 | 1 | 102 | 11 | -1 | -14 | -1
N=c1c2c3c(sc2ncn1CCN1CCOCC1)CCCC3 | -9 | -7 | 99 | -10 | 99 | -14 | 99 | 24 | -10 | -59 | -3
CCN(CC)S(=O)(=O)c1ccc2[nH]cc(C(=O)NCCc3ccc(OC)c(OC)c3)c(=O)c2c1 | -1 | 2 | 101 | -8 | 103 | -9 | 102 | 45 | -8 | -23 | 1
CC(C)C1NC2(C(=O)c3ccccc3C2=O)C2C(=O)N(c3ccc(F)cc3)C(=O)C12 (configuration not stated) | -7 | -7 | 103 | -9 | 99 | -22 | 100 | 17 | -14 | -20 | -2
CCOC(=O)c1nnc(-c2ccc(C)cc2)nc1Sc1cccc(Cl)c1 | -5 | 2 | 102 | -2 | 100 | -8 | 103 | 16 | -2 | -22 | 0
COC(CNC(=O)CNC(=S)N(CCCN1CCOCC1)Cc1cccs1)OC | 4 | -1 | 98 | 1 | 99 | 2 | ? | 10 | 0 | 1 | 0
COc1cccc2cc(C(=O)N(Cc3ccccc3)CC3CCCO3)c(=O)oc12 (configuration not stated) | -2 | -5 | 106 | -1 | 113 | 8 | 106 | 14 | 0 | -5 | -4
CC(C)OC(=O)c1cc(NC(=O)C2C3CCC(O3)C2C(=O)O)cc(C(=O)OC(C)C)c1 (configuration not stated) | -1 | 0 | 105 | 1 | 102 | 0 | 103 | 10 | 3 | 5 | -1
CC(C)=CCN1CCN(Cc2cnc(-c3ccccc3)s2)CC1CCO (configuration not stated) | -3 | -2 | 102 | -3 | 103 | -7 | 96 | 16 | -2 | -15 | -1
CSc1ccccc1C(=O)Nc1ncc(C)s1 | -3 | 0 | 97 | -5 | 98 | -14 | 97 | 13 | -5 | 10 | -3
O=C(CNC(=O)c1ccc(Oc2ccccc2)cc1)OCc1ccc(Br)cc1 | -5 | -3 | 99 | -3 | 100 | -1 | 103 | 21 | -4 | 0 | -2

Overlap with the part before: 2 entries, followed by the next part.
SMILES | Bcl-XL Bim block | Bim-Mcl-1 | RGS4-Gao reg | Bim-Bcl-B | RGS8-Gao reg | Bfl-1 Bim block | RGS7-Gao | GSH fluor | Bim-Bcl-2 | Mcl1-Bid inh | Bim-Bcl-W
CSc1ccccc1C(=O)Nc1ncc(C)s1 | -3 | 0 | 97 | -5 | 98 | -14 | 97 | 13 | -5 | 10 | -3
O=C(CNC(=O)c1ccc(Oc2ccccc2)cc1)OCc1ccc(Br)cc1 | -5 | -3 | 99 | -3 | 100 | -1 | 103 | 21 | -4 | 0 | -2
S=C(NCCc1ccccc1)NC1CC2CCC(C1)N2Cc1ccccc1 (configuration not stated) | 0 | 0 | 101 | -4 | 103 | -4 | 100 | 12 | -1 | -53 | 1
CC(NC(=O)C(=O)NCCC1=CCCCC1)c1ccccc1 (configuration not stated) | -6 | 0 | 102 | -9 | 102 | -16 | 101 | 14 | -4 | 1 | -5
O=C(COC(=O)c1ccccc1)Nc1cccc(S(=O)(=O)NC2=NCCCCC2)c1 | -1 | -4 | 104 | 0 | 102 | 1 | 103 | 6 | 2 | -11 | -1
Cc1ccc(OCCn2c(=O)oc3ccc(C)cc32)cc1 | 1 | 0 | 96 | 0 | 85 | 2 | 94 | 14 | 3 | 22 | 0
CCCn1ncc([C@@H]2C[C@H]3CN(Cc4cccc(Cl)c4)C(=O)[C@]34CCCN24)c1C | -3 | -1 | 94 | -3 | 98 | -5 | 97 | 11 | -3 | -31 | -1
N#C/C(=C(\O)C(F)(F)F)c1nnc2n1CCCCC2 | -3 | 0 | 99 | -4 | 101 | -5 | ? | 18 | -4 | -27 | -1
CC(C)(C)c1ccc(Cn2nc(CC(=O)O)c3ccccc3c2=O)cc1 | -1 | 0 | 105 | -2 | 106 | -3 | 107 | 9 | -3 | -16 | 0
CCOC(=O)c1csc(N)n1 | -3 | -2 | 106 | -6 | 107 | -5 | 106 | 14 | -2 | 4 | -1
COC(=O)c1oc(-c2ccccc2)nc1C | -1 | 0 | 104 | 0 | 103 | 2 | 103 | 15 | 1 | -9 | -4
COc1ccc(OC)c(-n2c(=S)[nH]c3cc(C(=O)N4CCC(C(N)=O)CC4)ccc3c2=O)c1 | 2 | 0 | 100 | -7 | 101 | -10 | 104 | 61 | -3 | -120 | -1
NC(=O)C1CCN(C(=S)NCc2ccc3c(c2)OCO3)CC1 | 1 | 2 | 100 | -2 | 97 | -3 | 97 | 22 | 2 | -21 | 1
CCCc1cc(C(=O)NCc2cccs2)no1 | -1 | -2 | 101 | -5 | 97 | -13 | 100 | 26 | -10 | -5 | 2
O=C(c1cc(-c2ccc(Cl)cc2)n(-c2ccc(Cl)cc2)n1)N1CCOCC1 | 0 | 0 | 100 | 1 | 102 | 1 | 100 | 17 | -1 | 8 | 0
O=C(NNS(=O)(=O)c1ccc(Cl)cc1)c1cc(-c2ccccc2)nc2ccccc12 | -6 | -4 | 93 | -8 | 98 | -1 | 93 | 11 | -2 | 3 | -4
CCn1c(=O)cc(SCC(=O)NCCCN2CCN(c3ccccc3F)CC2)c2ccccc21 | -11 | -4 | 97 | -8 | 99 | -9 | 97 | 13 | -7 | -3 | -5
COc1ccc2c(c1)oc(=O)c1cc(OC)ccc12 | -2 | -5 | 100 | -2 | 103 | -8 | 99 | 18 | -9 | 20 | 0
O=C(CNC(=S)N(Cc1ccccc1)Cc1cccnc1)NCc1ccccc1 | 0 | 2 | 99 | -11 | 98 | -3 | 99 | 15 | -1 | -17 | 0
Cc1ccc(S(=O)(=O)NCc2ccco2)cc1C(N)=O | 0 | 2 | 99 | 5 | 89 | 3 | 103 | 16 | 0 | -6 | 1
N#CC1=C(N)N=C(SCc2ccccc2)C(C(N)=O)C12CCCCC2 (configuration not stated) | 2 | -1 | 108 | 4 | 142*[activator] | 8 | 107 | 7 | 7 | -38 | 0
COC(=O)c1ccc(S(=O)(=O)N2C3CCC2CC(NC(=O)NC2CCCCC2)C3)cc1 (configuration not stated) | -1 | -1 | 96 | 0 | 98 | -2 | 97 | 26 | -4 | -5 | -4
COCCNC(=O)c1ccc2snnc2c1 | -1 | 1 | 99 | -4 | 101 | -15 | 101 | 17 | -1 | 7 | 0

High-throughput results from PubChem.
